From PubChem BioAssay
L3MBTL1 inh: blocks human L3MBTL1; AlphaScreen L3MBTL1–H3K9me1 peptide binding; AID 485360; 230,000 compounds, 0.66% hits; Q9Y468; Potency, µM (top dose mostly 57.1 µM), for inactives: top-dose activity, negative = inhibition, usual class: inhibitors; active means well fitted inhibition curve with a large enough effect; inconclusive means small, poorly fitted or top-dose-only effect; inactive means no such curve, though single readings can be large or run the other way; further: nearly all actives have a fitted effect of over 60% in size
Target sequence (Q9Y468 whole entry, looked up): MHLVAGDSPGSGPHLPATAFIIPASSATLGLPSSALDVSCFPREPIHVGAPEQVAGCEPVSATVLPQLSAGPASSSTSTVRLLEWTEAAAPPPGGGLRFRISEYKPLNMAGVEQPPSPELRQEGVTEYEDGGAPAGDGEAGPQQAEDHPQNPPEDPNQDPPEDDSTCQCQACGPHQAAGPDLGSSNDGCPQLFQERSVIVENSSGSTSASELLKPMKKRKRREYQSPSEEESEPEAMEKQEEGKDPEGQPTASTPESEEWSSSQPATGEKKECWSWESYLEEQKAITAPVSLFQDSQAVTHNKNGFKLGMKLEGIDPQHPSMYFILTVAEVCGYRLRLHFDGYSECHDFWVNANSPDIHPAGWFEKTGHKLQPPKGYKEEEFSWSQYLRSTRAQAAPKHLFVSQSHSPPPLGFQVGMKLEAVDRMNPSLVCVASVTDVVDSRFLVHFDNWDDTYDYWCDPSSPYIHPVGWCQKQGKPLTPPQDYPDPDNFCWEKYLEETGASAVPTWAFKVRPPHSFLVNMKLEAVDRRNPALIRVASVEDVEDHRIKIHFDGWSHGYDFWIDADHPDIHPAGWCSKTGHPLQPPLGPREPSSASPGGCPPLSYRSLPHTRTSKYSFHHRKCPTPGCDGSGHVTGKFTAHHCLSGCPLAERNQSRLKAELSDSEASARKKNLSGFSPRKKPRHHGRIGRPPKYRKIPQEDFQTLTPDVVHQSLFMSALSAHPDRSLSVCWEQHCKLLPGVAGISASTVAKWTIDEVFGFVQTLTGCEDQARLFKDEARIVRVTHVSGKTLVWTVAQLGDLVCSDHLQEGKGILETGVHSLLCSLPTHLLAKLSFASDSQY
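First, the protein-peptide complex forms for 30 min at room temperature (L3MBTL1 50 nM, biotinylated H3K9me1 peptide 75 nM). Next, compounds are pin-transferred and incubated 30 min. Finally, AlphaScreen beads are added and read after 30 min.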
The depositor's hits bear a star; ? = inconclusive; [ ] = dose if it differs, or a comment. On the % scale 0 is the no-effect control and ±100 the full control effect; potency means the concentration at half of the fitted maximal effect. A portion of the library; count on the stated rates, not on these rows.

SMILES	L3MBTL1 inh
Cc1ccc(SCC(=O)OCC(=O)N(CC(C)C)c2c(N)n(Cc3ccccc3)c(=O)[nH]c2=O)cc1C	0.8%
CN(c1ccccc1)S(=O)(=O)c1cccc(C(=O)NCc2ccccc2CN2CCCC2)c1	-12.8%
Cc1cccc(NC(=O)c2ccc(-n3cncn3)c([N+](=O)[O-])c2)c1	-0.4%
O=C(COc1coc(CN2CCN(c3ccccc3)CC2)cc1=O)Nc1cccc(F)c1	5.7%
CCOC(=O)N1CCN(C(=O)COC(=O)c2cccc(S(C)(=O)=O)c2)CC1	-1.0%
COc1ccc(C)cc1-n1nnnc1SCC(=O)NC1CCCC1	3.0%
COc1ccccc1CNC(=O)COC(=O)/C=C/c1ccc2ccccc2n1	4.5%
COc1cc(/C=C/C(=O)O)cc(S(=O)(=O)Nc2ccc(S(=O)(=O)N3CCCCC3)cc2)c1OC	-11.2%
COc1ccc2c(c1)OC[C@H]1[C@H]2N2C(=O)CN(Cc3ccc(C)cc3)C(=O)[C@@]2(C)[C@H]1c1ccccc1	-1.5%
C/C(=N\NC(=O)c1ccc(O)cc1)c1ccc2c(c1)OCCO2	0.9%
CC1(C(=O)OCC(=O)NCc2ccc(Cl)cc2)CC1(Cl)Cl (stereo unspecified)	6.8%
Cc1ccc(-c2cc(C(=O)N3CCN(c4ccc(O)cc4)CC3)c3ccccc3n2)cc1	-29.9%

Arranged by the number under L3MBTL1 inh (lowest first): some entries from above
SMILES,L3MBTL1 inh
COc1cc(/C=C/C(=O)O)cc(S(=O)(=O)Nc2ccc(S(=O)(=O)N3CCCCC3)cc2)c1OC,-11.2%
C/C(=N\NC(=O)c1ccc(O)cc1)c1ccc2c(c1)OCCO2,0.9%
CC1(C(=O)OCC(=O)NCc2ccc(Cl)cc2)CC1(Cl)Cl (stereo unspecified),6.8%

(cont.)
SMILES	L3MBTL1 inh
COc1cccc(NC(=O)CN(C)CC(=O)NCc2ccc3c(c2)OCO3)c1	-3.5%
Cc1ccc(Cc2nnc(SCC(=O)Nc3ccccc3)n(N)c2=O)cc1	?
O=C(NCc1cccnc1)C(=O)Nc1cc2c3c(c1)CC(=O)N3CCC2	-11.9%
Cc1cc(NC(=O)C(C)SCC(=O)Nc2ccccc2C(C)(C)C)no1 (stereo unspecified)	2.3%
Cn1c(SCC(=O)NNC(=O)c2ccccc2Br)nnc1C(F)(F)F	-0.9%
COc1cccc(C(=O)NCC(c2cccs2)N2CCOCC2)c1 (stereo unspecified)	2.9%
O=C(Nc1ccc2c(c1)CCC2)c1cc(F)cc(F)c1	12.9%
O=[N+]([O-])c1cc([N+](=O)[O-])c(Oc2c(Cl)cccc2Cl)cc1NN1CCCCC1	2.4%
O=C1N[C@@H](Cc2ccccc2)COC(=O)[C@H](Cc2ccc(F)cc2)CC/C=C/C[C@@H]1CC(=O)N(CCO)Cc1ccccc1	-3.9%
COc1cc(C)ccc1NC(=O)Cc1csc(NC(=O)Nc2ccccc2OC)n1	-4.0%
Cc1cccc(C(=O)OC(C)C(=O)NCC2CCCCC2)c1O (stereo unspecified)	0.7%
C#CCOCCOCCOCCNc1nc(N2CCN(C(=O)CCCCCCCCCCNC(=O)[C@H](CCCCN)n3cc(CCO)nn3)CC2)nc(N2CCN(C(=O)CCCCCCCCCCNC(=O)[C@H](CCCN=C(N)N)n3cc(C[C@@H](C)CC)nn3)CC2)n1	-4.5%

Looked up one by one from the list above (2):
SMILES	L3MBTL1 inh
O=C1N[C@@H](Cc2ccccc2)COC(=O)[C@H](Cc2ccc(F)cc2)CC/C=C/C[C@@H]1CC(=O)N(CCO)Cc1ccccc1	-3.9%
COc1cccc(NC(=O)CN(C)CC(=O)NCc2ccc3c(c2)OCO3)c1	-3.5%

Next part.
SMILES	L3MBTL1 inh
O=C(COC(=O)c1ccccc1OCc1ccc(F)cc1)NCC1CCCO1 (stereo unspecified)	44.3%[activator]
CN(c1ccccc1)S(=O)(=O)c1cccc(NC(=O)COc2cccc([N+](=O)[O-])c2)c1	-7.9%
O=C(CNS(=O)(=O)c1ccc2c(c1)OCCCO2)N1CCN(Cc2ccccc2)CC1	9.9%
O=C(CSc1n[nH]c(=O)n1C1CC1)Nc1ccc(OC(F)(F)F)cc1	-11.2%
Cc1ccc(NC(=O)COC(=O)c2c[nH]c3ccccc23)cc1C	-4.5%
C[C@H](CO)N1C[C@H](C)[C@@H](CN(C)C(=O)NC2CCCCC2)Oc2c(NC(=O)C3CC3)cccc2C1=O	-0.9%
O=C(CN1CCN(C(=O)c2ccc(-c3nc4ccccc4s3)o2)CC1)Nc1ccc(F)cc1	-5.9%
Cc1ccsc1C(=O)OCC(=O)c1ccc(OC(F)F)cc1	12.8%
CCCCN(C(=O)c1ccc(-c2ccc(Cl)cc2)o1)c1c(N)n(CCCC)c(=O)[nH]c1=O	-9.7%
CCOC(=O)[C@H]1[C@H]2COc3ccc(Cl)cc3[C@@H]2N2C(=O)CNC(=O)[C@@]12C	0.4%
C=CCC[C@@H](Cc1ccc(F)cc1)C(=O)OC[C@H](C)NC(=O)[C@@H](CC=C)CC(=O)N[C@@H](CO)Cc1ccccc1	7.6%
CC(C)c1ccccc1OCC(=O)Nc1nnc(C2CC2)s1	-2.9%
N#CC1(NC(=O)COC(=O)c2ccc(-c3ccc(O)cc3)cc2)CCCCC1	0.8%
C/C(=N\OCC(=O)OCC(=O)NCc1ccccc1)c1ccc2c(c1)OCO2	-5.7%
CC(OC(=O)CNC(=O)c1ccc2ccccc2c1)C(=O)N(C)C1CCCCC1 (stereo unspecified)	2.6%
CC(OC(=O)Cc1ccccc1[N+](=O)[O-])C(=O)NC(=O)NC1CCCCC1 (stereo unspecified)	-7.1%
COc1ccc(NC(=O)CN(C)C(=O)c2cc(C)on2)cc1	1.6%
CC(=O)Nc1ccc(NC(=O)CC2(CC(=O)N3CCOCC3)CCCC2)cc1	7.8%
CCC(C)NC(=O)C1CC(=O)N(CCc2ccc(F)cc2)C1 (stereo unspecified)	19.5%
CCOc1ccc(CCNC(=O)COC(=O)Cc2ccc(OC)c(OC)c2)cc1OCC	11.9%
CCOc1ccc(NC(=O)CN(C)C(=O)c2cccc(S(=O)(=O)N3CCCC3)c2)cc1OCC	?
CCOC(=O)CCC(=O)Nc1ncnc2c1C(c1ccccc1)c1c(ccc3ccccc13)O2 (stereo unspecified)	?
Cc1ccnc(N=O)c1	4.3%
O=C(Cn1ccc(NC(=O)OCc2ccccc2)nc1=O)NCCCN1CCCC1=O	5.1%
CCN(CC(=O)Nc1cc(Cl)ccc1C)C(=O)c1cc([N+](=O)[O-])ccc1N1CCOCC1	9.3%
Cc1ccc(F)cc1NC(=O)CSc1nnc(CNC(=O)c2ccco2)n1C	-0.1%
CCCCn1c(N)c(N(CCOC)C(=O)COc2c(C)cccc2C)c(=O)[nH]c1=O	15.6%
CC1(c2nnc(Cc3ccccc3)o2)CC(c2ccc(OC(F)(F)F)cc2)=NO1 (stereo unspecified)	12.8%
CC(NC(=O)c1ccco1)C(=O)O (stereo unspecified)	3.3%
O=C(CCN1C(=O)c2ccccc2S1(=O)=O)NCc1ccc(F)cc1	-12.7%
CCN1C(=O)[C@@H]2[C@@H](c3ccc(-c4ccc(Cl)c(Cl)c4)c(OC)c3)N3CCC[C@@]3(C(=O)OC)[C@@H]2C1=O	?
Cc1cc(C(=O)COC(=O)c2ccc(Cl)c(S(N)(=O)=O)c2)c(C)n1C1CC1	?
CC(C)(C)c1ccc(S(=O)(=O)N2CCN(CC(=O)NC(=O)NC3CCCCC3)CC2)cc1	4.5%
O=C(CN1C(=O)NC(Cc2ccccc2)C1=O)Nc1ccc(F)c(F)c1F (stereo unspecified)	3.6%
C=CC[C@@H](CC(=O)N[C@H](CO)Cc1ccccc1)C(=O)NCCOC(=O)[C@@H](CC=C)Cc1ccc(F)cc1	10.2%
COc1ccc2nc(NC(=O)C3CSC4(C)CCC(=O)N34)sc2c1 (stereo unspecified)	-0.1%

By substructure: the compounds so far with a thiophene ring, fused or not
SMILES	L3MBTL1 inh
COc1cccc(C(=O)NCC(c2cccs2)N2CCOCC2)c1 (stereo unspecified)	2.9%
Cc1ccsc1C(=O)OCC(=O)c1ccc(OC(F)F)cc1	12.8%

(further entries)
SMILES	L3MBTL1 inh
CC[C@@]1(C(=O)OC)N[C@H](CN(C)C(=O)C2CCCCC2)[C@@H]2C(=O)N(Cc3ccccc3)C(=O)[C@@H]21	34.2%[activator]
CC(OC(=O)CCN=C1NS(=O)(=O)c2ccccc21)C(=O)NC1CCCCC1C (stereo unspecified)	-7.9%
CCC(C)Sc1ccc(-c2nc3ccc(C)cn3c2NCc2ccccc2)cc1 (stereo unspecified)	-3.4%
Cn1c(N)c(C(=O)CSc2nnc(C3CC3)n2Cc2ccccc2)c(=O)[nH]c1=O	51.1%[activator]
O=C(CCNS(=O)(=O)c1ccccc1F)N1CCN(C(c2ccccc2)c2ccccc2)CC1	-14.3%
O=S(=O)(Nc1ccc2c(c1)OCO2)c1cccc(Br)c1	2.7%
Cc1ccc(S(=O)(=O)CC(=O)Nc2sc(C)c(C)c2C(N)=O)cc1	?
O=C(NCC1CCCCC1)c1cc(S(=O)(=O)N2CCCCC2)ccc1Cl	2.7%
CC1CCN(C(=O)CN2c3cccc4cccc(c34)S2(=O)=O)CC1	-4.3%
O=C(NCCC1CCCCN1S(=O)(=O)c1cccs1)C(=O)Nc1ccccc1F (stereo unspecified)	6.4%
O=C(NCc1cccnc1)c1cccc(NS(=O)(=O)c2ccc(Br)cc2)c1	-5.1%
CC1(NC(=O)Nc2cc([N+](=O)[O-])ccc2O)CCS(=O)(=O)C1 (stereo unspecified)	8.1%
CC[C@H]1C/C=C\Cc2ccccc2[C@@H](C(=O)C[C@@H](O)CC(C)=O)OC1=O	-3.2%
Cc1cccc(NS(=O)(=O)c2ccc(C(=O)N3CC(C)OC(C)C3)cc2)c1C (stereo unspecified)	-4.0%
COc1cccc(C2=CC(=O)C[C@H](c3ccc(Cl)cc3)C2)c1	10.2%
COc1cc(-c2ccc3c(=O)c4ccccc4sc3c2)cc(OC)c1OC	-0.3%
Oc1c(Br)cc(Br)cc1CNc1cccc2cccnc12	35.5µM*
CC(C)CN(C(=O)c1ccc(N2CCCC2=O)cc1)C1CCS(=O)(=O)C1 (stereo unspecified)	7.4%
CN(CC(=O)Nc1ccc(F)cc1)C(=O)COC(=O)CNC(=O)c1ccc(Cl)cc1Cl	-7.9%
COc1ccccc1N(C)S(=O)(=O)c1ccc(C(=O)NCC2CCCCC2)cc1	9.5%
CCN1CCN(c2oc(-c3ccccc3)nc2S(=O)(=O)c2ccc(C)cc2)CC1	-0.5%
CCCCn1c(N)c(N(CC(C)C)C(=O)CSCc2c(C)noc2C)c(=O)[nH]c1=O	-7.8%
COc1cc(NC(=O)CN2C(=O)NC3(CCOc4ccccc43)C2=O)cc(OC)c1 (stereo unspecified)	2.0%
Cc1ccc(S(=O)(=O)N2CCN(C(=O)c3cc(S(=O)(=O)N(C)C)ccc3N3CCCC3)CC2)cc1	-1.6%
CN(Cc1ccccc1)C(=O)COC(=O)c1cc(=O)c2ccccc2o1	2.7%
CCOC(=O)C1CCN(C(=O)COC(=O)c2c(C)c(CC)nc3ccccc23)CC1	6.3%
COc1cccc(NC(=O)C2CSC3(C)CCC(=O)N23)c1 (stereo unspecified)	-2.7%
O=C(N=C1SC2CS(=O)(=O)CC2N1c1ccccc1)c1cccc([N+](=O)[O-])c1 (stereo unspecified)	-2.9%
CC1CC1C(=O)OCC(=O)Nc1cccc(F)c1 (stereo unspecified)	5.3%
CCN(C[C@H]1N[C@@](CC)(C(=O)OC)[C@H]2C(=O)N(Cc3ccccc3)C(=O)[C@@H]12)C(=O)Nc1ccc(C)cc1	-0.1%
O=C(CCC(=O)c1ccc(F)cc1)NCC1(N2CCCCC2)CCCCC1	-1.0%
COc1ccccc1C(=O)COC(=O)c1cccc(-n2cnnn2)c1	1.9%
CCN1C(=O)[C@@H]2[C@@H](c3ccc(-c4ccc(OC)cc4)c(OC)c3)N3CCCC[C@@]3(C(=O)OC)[C@@H]2C1=O	-6.8%
CCOC(=O)N1CCN(S(=O)(=O)c2ccc(C(=O)N(CCCN(C)C)c3nc4cc(OC)ccc4s3)cc2)CC1	-17.7%
COc1ccc(Cl)cc1NC(=O)C(C)OC(=O)Cn1cc(C(F)(F)F)ccc1=O (stereo unspecified)	2.7%
Cc1ccnc(NC(=O)c2cccc(NC(=O)CC3SC(N4CCCCC4)=NC3=O)c2)c1 (stereo unspecified)	-2.8%

Quoted from above (4 entries):
SMILES	L3MBTL1 inh
CCN(C[C@H]1N[C@@](CC)(C(=O)OC)[C@H]2C(=O)N(Cc3ccccc3)C(=O)[C@@H]12)C(=O)Nc1ccc(C)cc1	-0.1%
O=C(CCC(=O)c1ccc(F)cc1)NCC1(N2CCCCC2)CCCCC1	-1.0%
COc1ccccc1C(=O)COC(=O)c1cccc(-n2cnnn2)c1	1.9%
CCN1C(=O)[C@@H]2[C@@H](c3ccc(-c4ccc(OC)cc4)c(OC)c3)N3CCCC[C@@]3(C(=O)OC)[C@@H]2C1=O	-6.8%

More structures follow.
SMILES	L3MBTL1 inh
COc1ccc(Cl)cc1C(=O)OCC(=O)NCc1cccs1	-0.7%
Cc1ccc(N2CC(C(=O)OCC(=O)c3c(N)n(CC(C)C)c(=O)n(C)c3=O)CC2=O)cc1 (stereo unspecified)	-1.1%
CC(=O)c1c(C)[nH]c(C(=O)OCC(=O)Nc2cccnc2Cl)c1C	12.2%
Cc1ccc(S(=O)(=O)N2CCN(C(=O)c3ccccc3OCc3c(C)noc3C)CC2)cc1C	?
CCN(CC)CCn1c2c(c(SCC(=O)Nc3cccc4ccccc34)nc1=O)CCCC2	-5.8%
Cc1cccc(Nc2nnc(SC(C)C(=O)NC3CC3)s2)c1 (stereo unspecified)	-0.6%
